ROMK mod = modulates human ROMK potassium channel activity | B-score at 10 µM | Tet-inducible ROMK, thallium flux fluorescence; actives lie on both sides | AID 1918 | 130,000 compounds, 2% hits;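 active means signal ratio slope over the read window, or its plate-corrected B-score, at least 3 SD from the plate mean, either direction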;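 further: B-score of the F/F0 ratio slope over 7 to 12 s after thallium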
Target sequence (P48048 whole entry, looked up): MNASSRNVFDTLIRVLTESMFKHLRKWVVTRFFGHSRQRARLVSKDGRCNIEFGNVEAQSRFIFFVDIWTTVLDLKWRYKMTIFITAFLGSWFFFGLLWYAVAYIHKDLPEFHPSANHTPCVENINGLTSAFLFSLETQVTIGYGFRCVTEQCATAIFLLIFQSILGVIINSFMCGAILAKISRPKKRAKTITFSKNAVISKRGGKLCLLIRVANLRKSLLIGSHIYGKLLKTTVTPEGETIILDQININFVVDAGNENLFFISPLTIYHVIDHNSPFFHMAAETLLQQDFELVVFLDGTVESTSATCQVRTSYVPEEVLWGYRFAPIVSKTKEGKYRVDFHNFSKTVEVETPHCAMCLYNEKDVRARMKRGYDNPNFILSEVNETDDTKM
APP 5'UTR act = activates APP 5'UTR luciferase reporter; AID 1276; SH-SY5Y APP 5'UTR luciferase reporter, luminescence; zero percent = DMSO vehicle wells; 190,000 compounds, 1% hits; activation, % at 2 µM;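 active means activation above a set limit, based on mean plus 3 SD of controls, cut at about 140% in these data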; further: values of inactives mirror those of a sister screen read the other way
STAT1 act = activators of IFN-gamma induced STAT1 signaling; NIH 3T3 STAT1-luciferase reporter, luminescence; 100% = IFN-gamma alone, no compound; AID 932; 200,000 compounds, 2.6% hits; activation (% of control), % at 5.5 µM;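 active means activation above the screen-wide mean activation plus 3 SD, cut at about 130% in these data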;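 further: raw ratio to IFN-gamma control signal so 100% means no change and 0% no light; values of inactives mirror those of a sister screen read the other way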
STAT1 blocker = inhibitors of IFN-gamma induced STAT1 signaling | NIH 3T3 STAT1-luciferase reporter, luminescence | inhibition, % at 5.5 µM | 200,000 compounds, 0.35% hits | AID 920;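 active means inhibition above a set limit, the mean inhibition across all tested compounds plus 3 SD, cut at about 34% in these data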;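 further: 0% = IFN-gamma with DMSO and 100% = IFN-gamma with 300 µM nifuroxazide; values of inactives mirror those of a sister screen read the other way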
STAT3 inh = STAT3 signaling inhibition; U3A cells, IL-6 STAT3-luciferase reporter, luminescence; host cell line lacks STAT1; inhibition, % at 5.5 µM; 190,000 compounds, 0.89% hits; AID 862;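 active means inhibition above the mean inhibition across all screened compounds plus 3 SD, cut at about 44% in these data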;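 further: 0% = DMSO only wells and 100% = 100 µM nifuroxazide control wells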
STAT3 activator = increases IL-6 driven STAT3 reporter signal; U3A cells, IL-6 STAT3-luciferase reporter, luminescence; 100% = signal with IL-6 EC80 alone; activation (% of control), % at 5.6 µM; 190,000 compounds, 0.91% hits; AID 871;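 active means activation above the screen-wide mean of compound activation plus 3 SD, cut at about 130% in these data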;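 further: 0% = background luminescence of wells with medium and substrate only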
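Detection: reporter luminescence signal / Assay system: STAT1-lacking human U3A cells, STAT3 luciferase reporter / Incubation: compound pre-incubation 1 h before IL-6, then 6 h stimulation at 37 °C / Control set: IL-6-only high control / Read-out: % activation relative to IL-6 control / Probe or stimulus: Interleukin-6, 33 ng/mL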
FLuc inh counter = counter-screen for luciferase assay inhibitors: firefly luciferase inhibition; P08659; ATPLite firefly luciferase biochemical luminescence, 10 min; inhibition, % at 10 µM; 200,000 compounds, 1.5% hits; AID 1006;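 active means inhibition above about 50% when tested at 10 µM, limit read from the data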
Target sequence (P08659 whole entry, looked up): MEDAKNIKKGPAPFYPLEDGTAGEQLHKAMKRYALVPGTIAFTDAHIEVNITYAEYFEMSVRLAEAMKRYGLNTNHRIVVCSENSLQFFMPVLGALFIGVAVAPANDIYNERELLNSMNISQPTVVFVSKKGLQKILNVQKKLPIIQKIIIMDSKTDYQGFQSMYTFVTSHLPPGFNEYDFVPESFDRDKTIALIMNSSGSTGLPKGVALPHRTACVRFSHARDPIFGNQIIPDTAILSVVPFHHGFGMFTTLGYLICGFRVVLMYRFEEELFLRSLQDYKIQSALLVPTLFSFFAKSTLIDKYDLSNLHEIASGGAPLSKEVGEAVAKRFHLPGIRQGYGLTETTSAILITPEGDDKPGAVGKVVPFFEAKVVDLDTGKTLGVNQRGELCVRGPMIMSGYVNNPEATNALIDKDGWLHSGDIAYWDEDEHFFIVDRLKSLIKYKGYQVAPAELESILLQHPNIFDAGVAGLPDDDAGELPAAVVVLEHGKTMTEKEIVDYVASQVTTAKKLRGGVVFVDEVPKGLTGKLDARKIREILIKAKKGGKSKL
APP transl inh = APP translation inhibition. AID 1285. inhibition, % at 2 µM. SH-SY5Y APP 5'UTR-luciferase reporter, luminescence. 190,000 compounds, 0.82% hits;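 active means inhibition above a set limit, derived from the sample mean plus 3 SD, cut at about 45% in these data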; further: values of inactives mirror those of a sister screen read the other way
NF-kB neuron act = compounds increasing NF-kB expression in human neuronal cells; NF-kB reporter expression; active compounds read high; AID 1239; fold change at 12.5 µM; 190,000 compounds, 1.6% hits; in the data active means fold change above about 3.3
FLuc stim CS = firefly luciferase counter-screen for stimulation assays; P08659; activation factor at 10 µM; 200,000 tested, under 10 active; AID 1027; ATPlite luciferase biochemical, luminescence, 10 min; 0 = ATP-free wells, 1 = DMSO control;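 active means luciferase activation factor, scaled between plate controls, of at least 2 with compound at 10 µM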
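System: Luciferase/luciferin detection reagent, cell-free biochemical luciferase assay | Medium: PBS buffer for ATP | Dosing: Test compounds dosed from 2 mM stocks in 100% DMSO | Timing: 10 min at ambient temperature | Signal: Luminescence measurement of luciferase light output | Evaluation: Luciferase activation, seen as luminescence increase over controls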
* = called active by the depositor; x = not tested or not shown.

Values run as follows: STAT3 inh	STAT1 blocker	APP 5'UTR act	STAT3 activator	STAT1 act	FLuc stim CS	APP transl inh	FLuc inh counter	NF-kB neuron act	ROMK mod
> C=CCNC(=O)Nc1ccc2nc(C)sc2c1
→ 14	-7	22	92	104	0.9	-22	15	x	0.48
> S=C(NCCCN1CCOCC1)Nc1ccc(Nc2ccccc2)cc1
→ -4	1	4	108	98	1	-4	-2	1.2	-0.69
> Oc1[nH]c2ccccc2c1N=NC(=S)NCCc1ccccc1
→ -10	-1	-8	112	100	1	8	-4	0.8	-0.14
> O=C(Nc1ccc(N2CCOCC2)cc1)c1ccc(Cl)nc1
→ 12	-13	5	91	112	1	-5	-2	1.1	x
> CNC(=S)N(CCc1c(C)[nH]c2ccc(C)cc12)Cc1cc(OC)c(OC)c(OC)c1
→ 4	-3	-23	97	103	1	23	-4	0.78	-1.5
> O=C(Cc1cn2ccsc2n1)Nc1cccc2cnccc12
→ 3	-8	11	102	107	1	-12	-4	0.93	x
> Cc1ccc(CN(Cc2ccco2)S(=O)(=O)c2ccc(S(=O)(=O)NCC3CCCO3)cc2)cc1 (configuration not stated)
→ 5	-2	-2	99	102	1	2	0	0.79	-0.3
> C=CCOc1ccc(C2NC(=S)NC(C)=C2C(=O)c2ccccc2)cc1OC (configuration not stated)
→ -8	-8	-10	103	108	1	10	-2	0.61	x
> COc1ccc(CCn2c(-c3cccc([N+](=O)[O-])c3)nc3nc4ccccc4nc32)cc1OC
→ 8	12	16	92	89	1.1	-16	-9	1.2	x
> CC(C)OCCCNc1nc2c(-c3ccccc3)nnn2c2ccccc12
→ -28	5	13	124	95	1	-12	-4	1	-0.73
> CCOC(=O)CNC(=O)CSc1ncnc2c1cnn2-c1ccc(Cl)cc1
→ 17	5	1	93	95	1	-1	-4	1.2	x
> Cc1ccc(C)c(NC(=S)Nc2cccnc2)c1
→ 3	-5	-4	100	103	1.1	4	-7	1.1	x
> Cn1cc([N+](=O)[O-])c(C(=O)NNC(=O)c2ccc([N+](=O)[O-])cc2)n1
→ 0	0	7	106	99	1	-7	-5	1.4	-0.8
> CS(=O)(=O)N1CCN(C(=O)Cc2ccccc2Cl)CC1
→ 3	0	-4	103	98	1.1	4	-8	1.3	0.93
> CC(C)c1nnc(NC(=O)CN2C(=O)c3ccccc3C2=O)s1
→ -9	-1	3	109	101	1	-3	-2	1.2	0.74
> COC(=O)c1sccc1-c1ccc(C(=O)Nc2ccccc2)o1
→ -7	-8	81	107	107	0.8	-81	18	1.8	x
> CCOc1cc2c(cc1C(C)(C)C)NC(=O)CS2
→ 4	-3	-3	99	103	1	3	-5	1	x
> CCC(=O)N1Cc2ccccc2-c2ccccc2C1=O
→ 6	9	10	97	92	1	-10	-4	0.98	x
> Cc1csc2nc(CNC(=O)C3CC=CCC3C(=O)O)cn12 (configuration not stated)
→ -6	-5	-6	108	104	1	6	-1	1.1	x
> COC(=O)c1nc(-c2ccccc2)oc1N1CCOCC1
→ 8	-4	7	97	102	1	-7	3	1	0.47
> COc1ccccc1N1CCN(c2nc(-c3ccccc3)cc(C(F)(F)F)n2)CC1
→ -1	7	12	103	94	1.1	-12	-8	1	-0.42
> CCOc1ccc(C(=O)NCC(=O)OCC(=O)Nc2ccc(C)c(S(=O)(=O)N(C)C)c2)cc1
→ -2	-4	15	104	103	0.4	-15	65*	1.6	-0.14
> CC(=O)Nc1ccc(N(CC(O)Cn2c3ccccc3c3ccccc32)S(=O)(=O)c2ccc(C)cc2)cc1 (configuration not stated)
→ -6	-2	-14	104	101	1.1	14	-7	0.59	x
> COc1ccc(/C=N/NC(=O)c2nonc2C)cc1
→ 30	-32	1	77	129*	0.5	-1	47	1.6	x
> COc1ccc([N+](=O)[O-])cc1/C=N/Nc1nn[nH]n1
→ 7	2	2	101	98	1	-2	-4	0.93	-0.07
> C=CCOc1ccc(Oc2cc(C)nc(SC)n2)nn1
→ 3	1	-6	99	99	1.1	6	-7	1.1	0.087
> CCc1cccc2c(C#N)cn(CC(=O)NCc3ccco3)c12
→ 5	1	18	98	99	1.1	-18	-5	1.3	-0.43
> O=C(CN(C(=O)c1ccc(Cl)cc1)N1C(=O)C2C3C=CC(C3)C2C1=O)c1cccs1 (configuration not stated)
→ 6	-7	-4	99	104	1	4	0	0.9	-0.63
> CC(c1ccccc1)N1C(=O)c2ccccc2C1O (configuration not stated)
→ 2	-4	-14	102	104	1	14	-2	1.2	x
> Cc1ccccc1C(O)c1ccccn1 (configuration not stated)
→ -2	-2	1	108	101	1.1	-1	-10	0.96	-0.00013

Given in markdown: 11 of the compounds above
| SMILES | STAT3 inh | STAT1 blocker | APP 5'UTR act | STAT3 activator | STAT1 act | FLuc stim CS | APP transl inh | FLuc inh counter | NF-kB neuron act | ROMK mod |
| --- | --- | --- | --- | --- | --- | --- | --- | --- | --- | --- |
| C=CCNC(=O)Nc1ccc2nc(C)sc2c1 | 14 | -7 | 22 | 92 | 104 | 0.9 | -22 | 15 | x | 0.48 |
| S=C(NCCCN1CCOCC1)Nc1ccc(Nc2ccccc2)cc1 | -4 | 1 | 4 | 108 | 98 | 1 | -4 | -2 | 1.2 | -0.69 |
| Oc1[nH]c2ccccc2c1N=NC(=S)NCCc1ccccc1 | -10 | -1 | -8 | 112 | 100 | 1 | 8 | -4 | 0.8 | -0.14 |
| O=C(Nc1ccc(N2CCOCC2)cc1)c1ccc(Cl)nc1 | 12 | -13 | 5 | 91 | 112 | 1 | -5 | -2 | 1.1 | x |
| CNC(=S)N(CCc1c(C)[nH]c2ccc(C)cc12)Cc1cc(OC)c(OC)c(OC)c1 | 4 | -3 | -23 | 97 | 103 | 1 | 23 | -4 | 0.78 | -1.5 |
| O=C(Cc1cn2ccsc2n1)Nc1cccc2cnccc12 | 3 | -8 | 11 | 102 | 107 | 1 | -12 | -4 | 0.93 | x |
| Cc1ccc(CN(Cc2ccco2)S(=O)(=O)c2ccc(S(=O)(=O)NCC3CCCO3)cc2)cc1 (configuration not stated) | 5 | -2 | -2 | 99 | 102 | 1 | 2 | 0 | 0.79 | -0.3 |
| C=CCOc1ccc(C2NC(=S)NC(C)=C2C(=O)c2ccccc2)cc1OC (configuration not stated) | -8 | -8 | -10 | 103 | 108 | 1 | 10 | -2 | 0.61 | x |
| COc1ccc(CCn2c(-c3cccc([N+](=O)[O-])c3)nc3nc4ccccc4nc32)cc1OC | 8 | 12 | 16 | 92 | 89 | 1.1 | -16 | -9 | 1.2 | x |
| CC(C)OCCCNc1nc2c(-c3ccccc3)nnn2c2ccccc12 | -28 | 5 | 13 | 124 | 95 | 1 | -12 | -4 | 1 | -0.73 |
| CCOC(=O)CNC(=O)CSc1ncnc2c1cnn2-c1ccc(Cl)cc1 | 17 | 5 | 1 | 93 | 95 | 1 | -1 | -4 | 1.2 | x |

Further records.
Values run as follows: STAT3 inh	STAT1 blocker	APP 5'UTR act	STAT3 activator	STAT1 act	FLuc stim CS	APP transl inh	FLuc inh counter	NF-kB neuron act	ROMK mod
> Cc1cc(/C=C(\C#N)C(=O)NCC2CCCO2)c(C)n1-c1ccc(Cl)cc1 (configuration not stated)
→ -8	-24	-2	107	122	0.8	2	21	2	x
> COc1ccc(-n2c(SCC(N)=O)nc3sc4c(c3c2=O)CCN(C)C4)cc1
→ 0	-9	-10	106	107	1	10	-1	0.97	-0.11
> COCC(C)n1c(SCc2cc(=O)n3cc(C)ccc3n2)nc2ccccc2c1=O (configuration not stated)
→ 0	13	-37	107	87	1.1	37	-5	1.7	0.4
> CCCN1CCC(NC(=S)Nc2ccc(S(N)(=O)=O)cc2)CC1
→ 7	-1	1	104	100	1.1	-1	-5	0.91	0.0041
> CC1CCCCN1C(=O)CSc1nc2cc3c(cc2c(=O)n1Cc1ccc2c(c1)OCO2)OCO3 (configuration not stated)
→ 0	2	-1	103	96	1	1	-4	1.3	-0.069
> CC(=O)Nc1cccc(NC(=O)CSc2ccc3nnc(CCNC(=O)c4ccccc4)n3n2)c1
→ 17	-2	-3	94	101	1	3	-4	1.5	0.37
> CC(C)CCN1C(=O)CCC1(C)C(=O)NC1CCCCCCC1 (configuration not stated)
→ 1	3	9	97	98	1	-9	-3	1.1	-0.56
> CCOc1ccc(NC(=O)c2ccc(NC(=O)CSc3nc4ccccc4c(=O)[nH]3)cc2)cc1
→ 0	0	-13	107	99	1	13	-4	1.1	-1.1
> Cc1cnc(C(=O)Nc2ccc(C(C)C)cc2)cn1
→ 22	-63	78	85	159*	0.7	-78	32	4.5*	0.33
> O=C(COC(=O)COc1ccccc1[N+](=O)[O-])Nc1ccc(S(=O)(=O)N2CCCCC2)cc1
→ -16	0	6	114	100	1.1	-6	-7	0.88	-1.6
> O=C(O)CCn1c(C2CCCCC2)nc2ccccc21
→ 14	1	7	94	100	1.1	-7	-8	1.3	x
> COc1ccc(/C=N/NC2=NCCCCC2)c(OC)c1
→ 7	-1	4	96	99	0.8	-4	21	1.2	-1.2
> COCCn1c(=S)[nH]c2cc(C(=O)N3CCc4ccccc43)ccc2c1=O
→ -17	9	-13	117	92	1.1	13	-9	0.91	x
> O=C(NCC1CCCO1)c1cccc(-n2cnnn2)c1 (configuration not stated)
→ 4	3	-5	101	97	1.1	5	-8	0.97	x
> COc1ccc(C(CNC(=O)c2cccc(N(C)C)c2)N2CCCC2)cc1 (configuration not stated)
→ 4	-12	7	103	110	1	-7	-2	1.1	x
> Cc1ccc(NC(=S)NCCc2ccc(S(N)(=O)=O)cc2)cc1C
→ 16	16	11	84	85	1	-11	-2	1	x
> O=C(N/N=C/c1cn(CCOc2ccccc2)c2ccccc12)c1ccncc1
→ 8	1	2	96	99	1.1	-2	-7	0.73	-2.2
> Cc1ccc(NC(=O)c2ccccc2Cl)c(Cl)c1
→ 4	-21	53	99	119	0.9	-53	12	2	0.31
> COc1ccc(OC)c(NC(=O)NNC(=O)CCCOc2ccc(Cl)cc2C)c1
→ -1	13	10	105	87	1.1	-10	-6	1.2	0.062
> O=C(COC(=O)c1ccc(Sc2ccccc2)c([N+](=O)[O-])c1)NC1CCCc2ccccc21 (configuration not stated)
→ -5	0	-8	104	93	1	8	-1	1.3	-0.72
> Cc1ccc(NC(=O)c2oc3ccc(S(=O)(=O)N4CCOCC4)cc3c2C)c(C)c1
→ 18	7	-4	93	93	1.1	4	-8	0.63	1.1
> Cc1nn(C(C)C(=O)N2CCc3ccccc32)c(C)c1[N+](=O)[O-] (configuration not stated)
→ 3	9	13	101	92	1.1	-13	-11	1.4	x
> Cc1ccc(NC(=O)CN2C(=O)NC(Cc3c[nH]c4ccccc34)C2=O)cc1S(=O)(=O)N1CCCCC1 (configuration not stated)
→ 6	2	-7	103	98	1.1	7	-7	0.7	0.53
> CCOC(=O)c1ccc(N2C(=O)CC(N(C)CCc3ccc(OC)c(OC)c3)C2=O)cc1 (configuration not stated)
→ -4	9	-7	103	91	1	7	-1	1.1	x
> Cc1ccc(C(=O)N/N=C\c2cccs2)cn1
→ 23	-21	-7	89	118	0.5	7	48	1.5	-0.1
> Cc1ccccc1N(CC(=O)NCc1ccncc1)S(C)(=O)=O
→ 5	-3	0	100	103	1.1	0	-5	1	0.43
> O=C(CN1CCCC1=O)NC1(C(F)(F)F)NC(=O)N(Cc2ccccc2)C1=O (configuration not stated)
→ 6	-3	-5	100	103	1	5	-3	1.2	x

Assay outcomes as filed in PubChem BioAssay.
